FEN1 inhibitor = inhibitors of human flap endonuclease 1. P39748. Recombinant FEN1 flap cleavage, fluorescence, 15 min. Potency, µM (top dose mostly 114 µM), without a hit: at the top dose activity change, negative = inhibition, hits mostly inhibitors. actives 0.35% (n = 390,000); also: nearly all actives have a fitted effect of over 65% in size
Target sequence (P39748 whole entry, looked up): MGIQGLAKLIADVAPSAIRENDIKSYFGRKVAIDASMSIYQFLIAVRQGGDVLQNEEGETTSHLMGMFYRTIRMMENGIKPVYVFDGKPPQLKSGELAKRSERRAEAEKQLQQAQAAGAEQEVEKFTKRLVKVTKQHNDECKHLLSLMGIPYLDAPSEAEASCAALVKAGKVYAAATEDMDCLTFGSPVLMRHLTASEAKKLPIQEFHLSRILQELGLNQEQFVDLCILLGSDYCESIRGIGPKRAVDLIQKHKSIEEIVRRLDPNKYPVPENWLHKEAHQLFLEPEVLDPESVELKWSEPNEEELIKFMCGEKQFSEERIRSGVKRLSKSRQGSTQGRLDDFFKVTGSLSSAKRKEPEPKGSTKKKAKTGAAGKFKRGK
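Compounds are tested as a concentration series against 10 nM FEN1; after a 15 min room-temperature preincubation, 50 nM substrate starts cleavage, with plate reads at 0 and 15 min. Normalized responses are fitted by a Hill equation.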
TDP1 cell CPT = DT40-hTDP1 cell growth loss with CPT; chicken DT40 Tdp1-/-;hTDP1 cells + 20 nM CPT, ATP luminescence, 48 h; Potency, µM (highest dose often 46.2 µM), for the others: at the top dose activity change, negative = growth inhibition, most hits filed as inhibitors; actives 12% (n = 420,000); AID 686979; also: nearly all actives have a fitted effect of over 55% in size
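Cell growth measured by CellTiter-Glo luminescence after a minimum 48 h, 37 C compound exposure with 20 nM CPT in Tdp1-knockout DT40 cells stably expressing hTDP1, seeded 400/well; qHTS titration format.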
KAT2A inh = blocks human GCN5L2 histone acetyltransferase; GCN5L2 HAT assay, ThioGlo1 CoA-SH fluorescence; AID 504327; actives 0.21% (n = 390,000); Q92830; Potency, µM (doses to about 58.9 µM), for the others: at the highest dose activity change, negative = inhibition, most hits filed as inhibitors
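Fluorescence readout, Ex340nm/Em540nm: ThioGlo1 (50uM final) reacts with free CoA thiol released as 20nM GCN5L2 acetylates H3(1-25) peptide (75uM) using acetyl-CoA (70uM). Compound and enzyme sat 15 min beforehand; 20 min room-temperature reaction.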
* = called active by the depositor; ? = inconclusive; . = not tested or not shown; & = joins results of further samples. Calls follow the shape of the dose curve; as a rule, active = well fitted curve in the direction sought with a large enough effect; inconclusive = small, poorly fitted or top-dose-only effect, or another doubt; inactive = no such curve, though single readings can be large; an effect the other way counts as inactive or inconclusive. % is scaled to controls: 0 for no effect and ±100 for the full control effect; potency is read from the fitted curve at half-maximal effect.

SMILES,FEN1 inhibitor,TDP1 cell CPT,KAT2A inh
CCc1ccccc1NC(=O)c1cnn2c(C(F)(F)F)cc(-c3ccc(OC)c(OC)c3)nc12,11%,.,-1%
CCCCN1C(C)=CC(=C2C(=O)c3ccccc3C2=O)C=C1C,2%,-19%,-3%
Cc1ccc2c(c1)c1c3n2CCCN(Cc2ccccc2)C3CCC1 (stereo not given),1%,?,1%
Cc1ccc(CNc2nc3ccc(Cl)cc3n3cnnc23)cc1,-6%,?,-3%
O=C1COc2ccc(S(=O)(=O)N3CCN(c4ccccc4F)CC3)cc2N1,12%,-30%,-16%
CCOc1ccc(/C=C2\SC(=S)NC2=O)cc1OC,-1%,?,-1%
Cc1cc(NC(=O)COC(=O)c2ccc(C)c(C)c2)no1,-4%,8%,0%
c1cnc(N2CCN(c3cnccn3)CC2)nc1,3%,?,-1%
CN(C(=O)CSc1nc(-c2ccccc2)c(-c2ccccc2)o1)C1CCS(=O)(=O)C1 (stereo not given),3%,?,-8%
OCCn1c(-c2ccc3c(c2)OCO3)csc1=Nc1ccccc1,-18%,16µM*,-7%
CC(C)CC(NC(=O)C(Cc1ccc(OCc2ccccc2)cc1)NC(=O)OC(C)(C)C)C(N)=O (stereo not given),3%,-20%,16%
COCCNC(=O)c1ccc(NS(C)(=O)=O)cc1,1%,-8%,0%
O=C(O)c1ccc(NC2=Nc3cccc4cccc2c34)cc1,13%,-3%,-1%
O=C(NCc1cn2ccccc2n1)c1ccco1,-13%,14%,-9%
COc1ccc(CCN(C)C(=O)C2CC(=O)N(Cc3ccc(C)cc3)C2)cc1OC (stereo not given),17%,-18%,-3%
Cn1c(=O)cc(N)n(Cc2ccccc2)c1=O,-3%,-20%,0%
CCN(CC)S(=O)(=O)c1cc(C(=O)Nc2cc(S(=O)(=O)N3CCOCC3)ccc2N2CCCC2)ccc1F,9%,?,-3%
Cc1ccc(OCC(=O)Nc2ccc3nc(Nc4cccc(Cl)c4)cc(C)c3c2)cc1,-18%,4%,-3%
CCOC(=O)N1CCC(NC(=O)CCc2c(C)nc3nc(C)nn3c2C)CC1,0%,4%,-1%
O=C1COc2ccc(C(=O)COC(=O)Cn3cnc4ccccc43)cc2N1,-3%,-9%,-4%

(list continues)
SMILES,FEN1 inhibitor,TDP1 cell CPT,KAT2A inh
CCCCNC(=O)CC1NCCNC1=O (stereo not given),5%,0%,-8%
O=C(O)c1cc(-c2ccc(N3CCOCC3)cc2)nn1-c1ccc(F)cc1,-4%,10%,-2%
CCOC(=O)C1CC(c2ccc(Cl)cc2)=NNC1=O (stereo not given),-1%,-21%,-3%
CN1c2ccccc2-c2ccccc2S1(=O)=O,12%&1%,32µM*,.
COc1cc(C(=O)NCc2ccc(-c3nc4ccccc4o3)cc2)cc(OC)c1OC,-1%,?,.
CCOc1ccc(NC(=O)CSc2nnc(NC(=O)Nc3ccccc3)s2)cc1,-7%,22%,-2%
COc1cc(OC)c2c(c1)O/C(=C\c1ccccc1)C2=O,?,?,.
CCN1/C(=C2/SC(=S)N(NC(C)=O)C2=O)Sc2ccccc21,5%,-12%,-3%
COC(=O)[C@H](NCc1ccc(OC)c(B(O)O)c1)C(C)C,2%,-5%,.
CCOc1ccc(NC(=O)Cn2c(=O)oc3cc(S(=O)(=O)NC4CCCC4)ccc32)cc1,17%,15µM*,0%
CCN(CC)C(=O)Cn1cc(SCC(=O)NCc2ccco2)c2ccccc21,1%,-27%,-12%
CCCN(C(=O)Cc1c(C(=O)O)[nH]c2ccc(Cl)cc12)c1ccc(OCC)cc1,11%,?,2%
COc1cc(CNn2cn[nH]c2=S)cc(Br)c1OCc1ccccc1F,-3%,?,-7%
CSCC[C@H](NC(=O)C1CCN(S(=O)(=O)c2ccccc2)CC1)C(=O)NC1CC1,22%,-8%,-8%
O=C(NCC(=O)N(CC1CCCO1)C1(C(=O)NC2CCCCC2)CCCCC1)c1ccccc1 (stereo not given),2%,5%,-1%
Cc1cc(-c2ccc(S(=O)(=O)N3CCc4ccccc4C3)s2)on1,?,-8%,3%
Cc1n[nH]c(C)c1CCC(=O)N/N=C/c1cccs1,-9%,0%,-7%
CC(C)COc1ccc(C(=O)NC(CC(C)C)C(=O)O)cc1 (stereo not given),4%,-13%,3%
Cc1csc2ncnc(NC3CCN(Cc4ccccc4)CC3)c12,0%,1µM*,-1%
Cc1ccc(C)c(OCc2cc(C(=O)NC3CCOC(C)(C)C3)no2)c1 (stereo not given),-8%,-29%,0%

Next entries follow:
SMILES,FEN1 inhibitor,TDP1 cell CPT,KAT2A inh
O=C(Cn1nnc2ccccc2c1=O)N[C@@H](Cc1ccccc1)C(=O)O,16%,3%,-3%
Cc1ccc(N2C(=O)Nc3ccccc3C2(O)C(=O)N2CCN(c3ccccn3)CC2)cc1C (stereo not given),-2%,?,-9%
O=C(Cc1ccccc1F)N1CCC(c2nc3c(nnn3Cc3cccc(Cl)c3)c(=O)[nH]2)CC1,0%,?,-4%
CN(C)S(=O)(=O)c1cc(NC(=O)COC(=O)C2COc3ccccc3O2)ccc1Cl (stereo not given),-15%,-12%,0%
O=C(NCc1ccncc1)c1ccccc1Nc1ccc(SC(F)F)cc1,-7%,?,-9%
Nc1nnc(SCC(=O)Nc2cc(S(=O)(=O)N3CCOCC3)ccc2Cl)s1,2%,-1%,-5%
CC1(C)NC(=O)N(CC(O)CN2CCCCC2)C1=O (stereo not given),-2%,0%,-1%
Cc1cccc(CS(=O)(=O)c2ncc(Cl)c(C(=O)NCc3ccccc3)n2)c1,-1%&1%,3.3µM*,2%&-8%
COc1cccc(NC(=S)NCc2cccs2)c1,7%,?,4%
CC1CCCC(C)N1/N=C/c1ccccc1C(=O)O (stereo not given),-15%,?,-1%
COc1ccc2c(c1)c1nc3n(c(=O)c1n2CC(=O)Nc1ccccc1)CCCS3,-12%,2%,-3%
COc1ccc(-c2noc(CCC(=O)N3CCN(c4ccc(Br)cc4)CC3)n2)cc1,0%,1%,0%
CC(/C=C1\N=C(SCc2ccccc2Cl)SC1=O)=C\c1ccccc1,-13%,?,-1%
CC(Nc1nc(N2CCN(S(C)(=O)=O)CC2)nc2ccccc12)c1ccccc1 (stereo not given),3%,?,-12%
CCCOc1ccc(C(=O)Nc2sc3c(c2C(=O)OCC)CCCCC3)cc1,-2%,4%,-4%
Cc1cc(C)c(C(=O)Nc2cccc(F)c2)c(Cl)n1,-3%,-3%,-8%
CSCCC(NC(=O)COc1ccccc1)C(=O)NC1CCC(C)CC1 (stereo not given),8%,?,-10%
Cc1cc(NC(=O)C2CCCN2C(=O)Nc2cccc(Cl)c2)ccc1-n1cnnn1 (stereo not given),-10%,-17%,2%
CN1CCCN(C(=O)c2ccc(Cl)s2)CC1,-1%,-29%,-1%
Cc1ccc2cc(CN(Cc3nnnn3C3CCCCC3)CC3CCCO3)c(=O)[nH]c2c1 (stereo not given),0%,15µM*,-4%

Continued.
SMILES,FEN1 inhibitor,TDP1 cell CPT,KAT2A inh
Cc1nc2cc(C(=O)NCc3ccc4c(c3)OCO4)ccc2n1-c1ccc(Br)cc1,-13%,-19%,-4%
Cc1cc(=O)oc2cc(OC(=O)c3ccccc3)ccc12,8%,-5%,-8%
Cc1onc(-c2ccccc2)c1-c1nnc(CN2CCN(S(=O)(=O)c3ccccc3)CC2)o1,-11%,15µM*,1%
CCCc1nc2nc(C)c(NS(=O)(=O)c3ccc(CC(C)C)cc3)c(=O)n2[nH]1,-2%&-8%,2%&0%,-2%&4%
Cc1ccc(C(=O)NCCc2nnc3c(C(F)(F)F)cc(Cl)cn23)o1,-14%,-6%,-1%
O=C1C2C3C=CC(C3)C2C(=O)N1/N=C/c1cc(Br)cc([N+](=O)[O-])c1O (stereo not given),14%,?,0%
Cc1cc(C)cc(NC(=O)COC(=O)CCCC2=NS(=O)(=O)c3ccccc3N2)c1,-7%,1%,-1%
CCCCC(=O)NCCc1cc2c(OC)ccc(OC)c2[nH]c1=O,-18%,13%,8%
Cc1ccc(-n2c(=O)c3c4c(sc3n(Cc3cc(=O)n5cc(Cl)ccc5n3)c2=O)CCC4)cc1C,-6%,-10%,-2%
COc1ccc(CCn2c(C3CCCCC3)nc3c(c(=O)c4ccccc4n3C)c2=O)cc1OC,-1%,?,1%
N#Cc1cc2c(nc1S(=O)(=O)Cc1ccccc1)CCCC2,5%,-1%,-5%
CCc1cccc(C)c1NC(=O)CSc1n[nH]c(N)n1,3%,-2%,-5%
O=C(CCCN1C(=O)C(c2ccccc2)Oc2cccnc21)Nc1ccccc1C(F)(F)F (stereo not given),4%,-17%,1%
c1ccc(Cn2c(NCc3ccccn3)nc3ccccc32)cc1,-11%,-29%,-1%
O=C1CN(C(=O)Cc2ccc(F)cc2)C(c2ccccc2)c2cc(Br)ccc2N1 (stereo not given),-1%,?,-11%
Cc1ccc(C)c(NC(=O)CS(=O)(=O)c2cn(C)c3ccccc23)c1,-2%,-17%,-3%
CCOc1ccc(-n2c(SCC(=O)NCc3ccccc3)nc3n[nH]c(C)c3c2=N)cc1,0%,9.2µM*,-10%
CC(=O)N1CCN(CC(=O)Nc2cc(F)ccc2C)CC1,1%,6%,-1%
CC(C)CC(C(=O)NCC1CCCO1)N(C(=O)Cn1nnc(-c2ccc(F)cc2)n1)c1ccccc1F (stereo not given),-15%,-27%,-3%
CSc1ccc(C2=CC(=O)C[C@H](c3ccc(Cl)cc3)C2)cc1,-21%,?,-7%

Of the compounds above, 7 contain a thiophene ring, fused or not:
SMILES,FEN1 inhibitor,TDP1 cell CPT,KAT2A inh
Cc1cc(-c2ccc(S(=O)(=O)N3CCc4ccccc4C3)s2)on1,?,-8%,3%
Cc1n[nH]c(C)c1CCC(=O)N/N=C/c1cccs1,-9%,0%,-7%
Cc1csc2ncnc(NC3CCN(Cc4ccccc4)CC3)c12,0%,1µM*,-1%
COc1cccc(NC(=S)NCc2cccs2)c1,7%,?,4%
CCCOc1ccc(C(=O)Nc2sc3c(c2C(=O)OCC)CCCCC3)cc1,-2%,4%,-4%
CN1CCCN(C(=O)c2ccc(Cl)s2)CC1,-1%,-29%,-1%
Cc1ccc(-n2c(=O)c3c4c(sc3n(Cc3cc(=O)n5cc(Cl)ccc5n3)c2=O)CCC4)cc1C,-6%,-10%,-2%

Later entries.
SMILES,FEN1 inhibitor,TDP1 cell CPT,KAT2A inh
CCOC(=O)N1CCc2c(sc3nc4n(c(=O)c23)N=C(C)CS4)C1,2%,-19%,-10%
O=c1[nH]c2ccc(Br)cc2c(-c2ccccc2)c1N1CCOCC1,5%,-22%,-2%
COC(=O)[C@H]1C[C@@H]1[C@H](N)c1ccccc1,2%&-15%,0%,4%
CN1C(=O)/C(=C/c2ccccc2F)Sc2ccc(C(=O)NCC3CCCO3)cc21 (stereo not given),-23%,23µM*,-4%
Cc1ccc(NC(=O)Cn2cnc3nc4c(cc3c2=O)CCCC4)cc1Cl,4%,-16%,?
COc1cccc(CNc2nc3ccccc3n2C)c1O,-15%,-13%,-2%
CC/C(=N\Nc1ccc([N+](=O)[O-])cc1)c1ccccc1,-22%,?,-11%
CCn1cc(C(=O)OCc2cccc(Br)c2)c(=O)c2ccc(C)nc21,-2%,?,-4%
O=S(=O)(c1cc(Cl)cc(Cl)c1)N1CCC2CC1c1cc(Cl)ccc12 (stereo not given),?,?,.
CC(C)OCCCNc1ncnc2c1cnn2-c1ccccc1,-4%,?,-1%
CCN(CC)CCCN(Cc1cc2cc3c(cc2[nH]c1=O)OCO3)C(=S)NCc1ccco1,5%,-1%,-13%
COc1ccc(NC(=O)CSc2nnc(-c3ccccc3)n2Cc2ccco2)cc1OC,-3%,?,14%
CCc1cccc(NC(=S)N2CCC(c3ccccc3)C2)c1 (stereo not given),-6%,?,1%
Cc1ccc(-n2ncc3c(SCc4cccnc4)ncnc32)c(C)c1,4%,16µM*,2%

Source: PubChem BioAssay (National Center for Advancing Translational Sciences (NCATS))

Not all compounds are listed; the hit share may differ from the screen's.
